VIM-2 inh: VIM-2 metallo-beta-lactamase inhibitors, primary screen, biochemical, epi-absorbance readout, Pseudomonas aeruginosa enzyme. purified VIM-2, nitrocefin hydrolysis, epi-absorbance fluorescence. inhibition, % at 5.6 µM. 290,000 compounds, 0.89% hits. AID 1527, 2009;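 active = inhibition above the mean of all tested compounds plus 3 SD, cutoff set per screening run, cut at about 7.5% in these data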;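 note: red hydrolysis product quenches plate fluorescence so inhibitors raise well fluorescence; 0% = enzyme with DMSO and 100% = DMSO without enzyme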
p-CIP stab down: p/CIP-EGFP fusion destabilizers, primary screen, fluorescence, F442A cells | Q05BA5 | 16 h | decrease of EGFP signal, % at 10 µM | 290,000 compounds, 0.01% hits;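 active = EGFP signal decrease of at least 30% at 10 µM or well 3 SD below plate mean, unless failing retest; inactive = the rest, including hits failing retest or dose response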; note: some compounds called inactive have numbers as strong as hits; many of its hits are not listed in these tables
PHOSPHO1 block: PubChem AID 1565. Phosphoethanolamine/phosphocholine phosphatase (Homo sapiens), Q8TCT1. recombinant PHOSPHO1, absorbance phosphatase assay. inhibition, % at 13.3 µM. 290,000 compounds, 1.1% hits; in the data active = inhibition above about 60%
Target sequence (Q8TCT1 whole entry, looked up): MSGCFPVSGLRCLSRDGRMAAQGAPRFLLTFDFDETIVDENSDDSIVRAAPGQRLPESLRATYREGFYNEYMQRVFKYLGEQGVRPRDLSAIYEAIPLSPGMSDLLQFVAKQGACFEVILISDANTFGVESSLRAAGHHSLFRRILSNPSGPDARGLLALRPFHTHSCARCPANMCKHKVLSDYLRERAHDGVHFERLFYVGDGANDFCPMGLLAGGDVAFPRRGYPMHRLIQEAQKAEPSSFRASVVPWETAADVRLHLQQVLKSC
SUMO HTRF inh: inhibitors of in vitro SUMOylation cascade, primary screen, biochemical, HTRF, uHTS. inhibition, % at 35 µM. HTRF SUMOylation assay, SAE1/SAE2 + UBC9. SUMO-conjugating enzyme UBC9 (Homo sapiens), P63279. 290,000 compounds, 0.36% hits; in the data active = inhibition above about 50%, passing the limit was not always enough; note: strong numbers were not always called active
Target sequence (P63279 whole entry, looked up): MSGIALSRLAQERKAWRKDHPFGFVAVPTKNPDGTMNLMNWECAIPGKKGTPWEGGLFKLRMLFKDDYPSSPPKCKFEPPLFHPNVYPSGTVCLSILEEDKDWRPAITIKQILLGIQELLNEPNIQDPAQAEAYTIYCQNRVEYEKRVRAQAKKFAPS
MEKK3 PB1 HTS: modulators of MEKK3-MEK5 PB1 binding, primary screen, biochemical, wildtype MEKK3, multiplex bead flow cytometry, Alexa488-MEK5; 290,000 compounds, 1.4% hits; AID 1529, 2009; Mitogen-activated protein kinase kinase kinase 3 (Homo sapiens), Q99759; bead-based flow cytometry, Alexa488-MEK5 binding to MEKK3; actives lie on both sides; 0 = blocked by unlabeled MEK5, 100 = vehicle; binding response (% of control), % at 10 µM;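 active = binding response more than 3 SD above or below the average of its plate-row segment, actives on both sides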;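 note: Alexa488 bead fluorescence after subtracting the streptavidin-only scavenger bead signal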
Target sequence (Q99759 whole entry, looked up): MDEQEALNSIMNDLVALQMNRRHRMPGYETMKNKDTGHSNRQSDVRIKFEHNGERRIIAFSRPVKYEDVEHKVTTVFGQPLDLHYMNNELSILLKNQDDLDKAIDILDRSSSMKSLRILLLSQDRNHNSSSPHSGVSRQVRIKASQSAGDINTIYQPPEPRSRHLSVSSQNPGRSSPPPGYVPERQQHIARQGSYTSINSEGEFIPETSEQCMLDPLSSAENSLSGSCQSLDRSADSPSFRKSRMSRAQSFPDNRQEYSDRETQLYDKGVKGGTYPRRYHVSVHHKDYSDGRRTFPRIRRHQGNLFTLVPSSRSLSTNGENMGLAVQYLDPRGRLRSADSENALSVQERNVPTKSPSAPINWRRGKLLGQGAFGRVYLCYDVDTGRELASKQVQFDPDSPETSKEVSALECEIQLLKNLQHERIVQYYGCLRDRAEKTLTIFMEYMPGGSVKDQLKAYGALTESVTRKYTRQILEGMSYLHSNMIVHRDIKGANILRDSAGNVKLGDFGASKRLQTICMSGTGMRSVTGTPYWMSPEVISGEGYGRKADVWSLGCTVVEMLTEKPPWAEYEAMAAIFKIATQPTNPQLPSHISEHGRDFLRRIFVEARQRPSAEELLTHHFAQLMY
IMP-1 inh: IMP-1 metallo-beta-lactamase inhibitors, primary screen, biochemical, epi-absorbance readout, Pseudomonas aeruginosa enzyme. purified IMP-1, nitrocefin hydrolysis, epi-absorbance fluorescence. inhibition, % at 5.6 µM. 290,000 compounds, 0.45% hits. metallo-beta-lactamase IMP-1 (Pseudomonas aeruginosa). AID 1556, 2009;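 active = inhibition above the mean plus 3 SD of all compounds in the same screening run, cut at about 4.5% in these data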;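 note: 0% = IMP-1 with DMSO and 100% = DMSO wells lacking enzyme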
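System: purified IMP-1; amount: IMP-1 0.2 nM before substrate addition; compound: single dose, 5.6 µM; times: 25 °C, 15 min preincubation, 25 min reaction; signal: Epi-absorbance via hydrolysed-nitrocefin quenching of white-plate fluorescence, 480/530 nm, EDTA stop; benchmarks: DMSO with and without IMP-1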
NS3 helicase inh: inhibitors of HCV NS3 helicase, primary screen, biochemical, Cy5 molecular beacon fluorescence; Hepatitis C virus NS3 helicase; NS3 helicase DNA unwinding; inhibition, % at 10.9 µM; 290,000 compounds, 0.56% hits; AID 1800, 2009;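 active = inhibition above the mean of all tested compounds plus 3 SD, set per campaign, cut at about 35% in these data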;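 note: 0% = DMSO wells and 100% = thioflavine S control wells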
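assay system = NS3 helicase fragment of HCV | buffer or medium = MOPS pH 6.5, MgCl2, DTT, Tween20, BSA | timing = 60 min unwinding reaction at 25 °C after ATP addition | signal = Cy5 beacon fluorescence read at start and 1 h | read-out basis = % inhibition of unwinding | control set = low DMSO, high thioflavine S at 110 µM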
FID counter: compounds displacing fluorescent DNA intercalator, primary screen, artefact control for HCV NS3 helicase inhibitor project, biochemical, FID fluorescence; inhibition, % at 7.9 µM; 290,000 compounds, 0.17% hits; DNA fluorescent intercalator displacement; in the data active = inhibition above about 37%;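 note: 0% = vehicle and 100% = reference compound; higher means more ethidium bromide displaced from hairpin DNA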
IDE act: human IDE activators in live cells, primary screen, fluorescence polarization, HEK cells, FAbeta-B substrate; 340,000 compounds, 0.073% hits; AID 493087, 2011; FAbeta-B cleavage; 0% vehicle, 100% cell-free pure enzyme wells; Insulin-degrading enzyme (Homo sapiens), P14735; activation, % at 5.96 µM;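 active = activation above the mean of all tested compounds plus 3 SD, set per screening campaign, cut at about 17% in these data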
* hit, by the source's call; . = no result given; & = joins results of further samples.

SMILES	VIM-2 inh	p-CIP stab down	PHOSPHO1 block	SUMO HTRF inh	MEKK3 PB1 HTS	IMP-1 inh	NS3 helicase inh	FID counter	IDE act
C=CCNC(=O)CN1c2cccc3cccc(c23)S1(=O)=O	-0.3	5	39	4	103	-1.8	2	-2	-1
Cn1ncc2c(NNC(=O)c3ccc(Cl)c(Cl)c3)ncnc21	-4.3	7	-8	-32	101	-4.8	14	-1	-2
COc1cc(S(=O)(=O)NCc2ccccc2)ccc1-n1cnnn1	0.7	-8	35	16	102	-1.6	-5	-5	-2
COc1ccccc1NC(=O)N1CCCC(C(=O)Nc2cccc(C)c2C)C1 (configuration not stated)	-0.9	-5	4	30	99	-1.4	-3	0	3
COc1ccc(CC(=O)Nc2cccc(-c3cn4ccccc4n3)c2)cc1	-1.2	-1	-10	-9	104	-1.8	-11	-10	3
CN(C)CCn1c(NCc2ccc3c(c2)OCO3)nc2ccccc21	-1.0	-8	19	14	103	-2.5	3	6	6
N#Cc1nc(-c2ccccc2F)oc1NC1CCCCC1	0.3	-10	15	18	104	-3.7	4	-18	4
CCOc1ccccc1NC(=O)NNS(=O)(=O)c1cc(OC)ccc1OC	-0.1	-9	26	-1	97	-0.4	-7	-23	3
Cc1cccc(C(=O)NCc2nnc(SCC(=O)N3CCN(c4ccccc4)CC3)n2C)c1	-0.5	.	.	.	80	-4.4	-5	-11	3
O=C(NNC(=O)c1ccccc1[N+](=O)[O-])c1ccccn1	-0.4	-1	37	-8	95	-6.4	10	-2	5
COc1cc(C(O)c2nc3ccccc3n2C(C)C)cc(OC)c1OC (configuration not stated)	0.4	6	-8	-8	100	0.2	-2	53*	0
COc1ccccc1C(=O)NNC1=C(C(=O)C(F)(F)F)CCC1	-2.6	-6	45	0	84	-1.0	-2	-9	3
Cc1cccnc1NCc1ccc(O)c2ncccc12	-3.1	-1	78*	2	99	-2.9	3	2	2
Oc1c(C(Nc2cccc(C(F)(F)F)c2)c2ccncc2)ccc2cccnc12 (configuration not stated)	-4.9	-8	-35	-47	102	-3.2	-21	-6	2
Cc1nc2nc(SCC(=O)NCCCN3CCCCC3)nn2c(C)c1Cc1ccccc1	0.2	-2	-2	18	101	-3.8	-12	3	-3
CN(C)CCCN1C(=O)CSC1c1ccc([N+](=O)[O-])cc1 (configuration not stated)	-4.4	3	-16	-3	102	-2.3	7	2	4
CC(=O)OCC1OC(OC(C)=O)C(NC(=O)c2cccnc2)C(OC(C)=O)C1OC(C)=O (configuration not stated)	-1.3	-1	9	4	97	-0.8	-6	0	5
C/C(=C\c1ccc2c(c1)OCO2)C(=O)c1c(C)cc(C)[nH]c1=O	-1.0	-2	36	0	102	-2.6	2	-6	1
O=C1OC(c2ccc(Br)cc2)=N/C1=C\N1CCCCC1	-1.2	-12	55	-23	106	0.5	0	-6	2
COC(=O)C1=C(CSc2nc3ccccc3o2)NC(=O)NC1c1cc(C)ccc1C (configuration not stated)	-3.1	-12	16	-10	101	-3.5	-2	-12	9

Three compounds from above, arranged by count of non-hydrogen atoms, low to high.
SMILES	VIM-2 inh	p-CIP stab down	PHOSPHO1 block	SUMO HTRF inh	MEKK3 PB1 HTS	IMP-1 inh	NS3 helicase inh	FID counter	IDE act
O=C1OC(c2ccc(Br)cc2)=N/C1=C\N1CCCCC1	-1.2	-12	55	-23	106	0.5	0	-6	2
C/C(=C\c1ccc2c(c1)OCO2)C(=O)c1c(C)cc(C)[nH]c1=O	-1.0	-2	36	0	102	-2.6	2	-6	1
CC(=O)OCC1OC(OC(C)=O)C(NC(=O)c2cccnc2)C(OC(C)=O)C1OC(C)=O (configuration not stated)	-1.3	-1	9	4	97	-0.8	-6	0	5

Other records follow.
SMILES	VIM-2 inh	p-CIP stab down	PHOSPHO1 block	SUMO HTRF inh	MEKK3 PB1 HTS	IMP-1 inh	NS3 helicase inh	FID counter	IDE act
CCCCc1c(O)nc(SCC(=O)N2CCCCC2)n(-c2ccccc2C)c1=O	0.2	-5	-18	12	100	1.6	-1	-11	4
CCn1ncc(S(=O)(=O)Nc2cccnc2)c1C	-2.9	-2	41	0	107	-2.2	7	0	-1
Cn1cc([N+](=O)[O-])c(C(=O)NC2CCCCCCC2)n1	1.5	-18	8	16	98	-1.2	19	-1	1
CC(=O)Nc1cccc(NC(=O)CS(=O)(=O)c2cn(CC(=O)N3CCOCC3)c3ccccc23)c1	0.0	-11	-13	6	102	-1.4	-6	-3	6
COC(=O)c1cccc(NC(=O)Cc2ccc(OC)cc2)c1C	-0.8	-1	18	2	111	-0.6	4	-1	-4
CCCCN1C(=O)c2ccccc2C1C(=O)NC1CCCC1 (configuration not stated)	-2.9	-4	6	-14	100	-2.2	10	-1	5
O=C(Nc1nnc(C2CC2)s1)C1COc2ccccc2O1 (configuration not stated)	-2.8	0	32	5	96	-2.0	4	-10	7
Cc1ccc(C)c(NC(=O)CSc2nc3c(c(=O)n2C)SC(C)C3)c1 (configuration not stated)	-3.1	-1	-4	-7	117	-3.9	7	-10	3
CCOC(=O)CSc1nnc2n1C(C)(C)Cc1ccccc1-2	-2.0	-73	4	7	93	-1.6	-3	-16	1
O=C(O)Cc1ccc(NC(=O)c2ccc(NC(=O)c3ccco3)cc2)cc1	-2.5	0	-7	18	104	-1.1	2	-8	-1
CCOC(=O)C1CCCN(S(=O)(=O)Cc2ccccc2)C1 (configuration not stated)	-3.9	12	-44	-6	94	-0.2	9	-15	3
CCOc1ccc(-n2c(N)c(C(=O)NCc3ccco3)sc2=S)cc1	-0.3	-3	-76	17	109	0.3	7	-9	2
CCOC(=S)SCc1cn2ccccc2n1	0.1	-5	-8	0	101	-3.6	-4	-3	2
COc1ccc(N2CC(C(=O)NC3CCCCC3)CC2=O)cc1 (configuration not stated)	-1.8	9	-7	3	101	-0.3	16	-6	-3
Cc1ccc2[nH]c3c(=S)nc[nH]c3c2c1	-1.0	6	-11	3	123	-0.9	6	-1	-32
CC(C)c1ccc(NC(=S)NNC(=O)c2cccnc2)cc1	-0.7	6	-77	-23	103	-2.6	1	-6	3
CCOC(=O)C(C)Sc1cnccn1 (configuration not stated)	-2.9	-2	20	-5	100	-2.9	11	0	-1
CNc1cc([N+](=O)[O-])ccc1N/C=C/C(=O)c1cccs1	0.3	-10	-1	-5	102	-0.6	11	10	-2
O=S(=O)(Cc1ccc(Cl)cc1)NCc1ccc2c(c1)OCO2	-0.8	-3	38	3	97	-0.1	6	-14	9
COC(=O)c1sc(N2C(=O)C(O)=C(C(=O)c3ccc(C)o3)C2c2ccc(OC)c(OC)c2)nc1C (configuration not stated)	-3.6	-12	-73	5	97	-2.9	6	-37	3
CCOc1ccc(-c2[nH]ncc2-c2ccccc2)c(O)c1	-1.6	5	-42	-6	101	-1.6	-9	-32	-4
CCCc1nnc(NC(=O)CCC(=O)NCc2ccc(Cl)cc2Cl)s1	-3.3	4	36	.	100	-1.2	-6	-2	4
Cc1cc(C)c(OCCOCCN(C)C)c(Br)c1	1.2	-3	-4	-6	102	-2.0	-1	4	7
COc1cc(NC(=O)CCc2ccccc2)nc(OC)n1	-2.4	4	21	-6	103	1.7	-1	-4	2
O=C(CCn1c(=S)[nH]c2ccccc2c1=O)NCCCN1CCCC1=O	-1.9	-14	-7	11	101	-3.0	-11	-1	0
CC(=O)c1ccc(NC2OC(CO)C(O)C(O)C2O)cc1 (configuration not stated)	-3.5	13	17	-3	103	-1.9	-1	5	3
COc1cccc(CNc2nn[nH]n2)c1OC	0.4	-3	14	8	98	-4.1	4	-2	1
COc1ccc(C(c2c(C)n(C)n(-c3ccccc3)c2=O)c2c(C)n(C)n(-c3ccccc3)c2=O)c(OC)c1OC	0.0	3	46	2	102	0.4	1	-20	2
CCCCNC(=O)CCCCCNS(=O)(=O)c1ccc(OC)cc1	-1.6	-8	26	23	103	-4.3	8	-23	6
O=C(c1ccccc1O)N1N=C(C(F)(F)F)CC1(O)c1ccc([N+](=O)[O-])cc1 (configuration not stated)	-2.5	-3	35	-2	109	-4.6	6	-1	-2
Cc1ccc(C2CC(=O)NC(SCc3ccccc3)=C2C#N)o1 (configuration not stated)	-2.4	-41	18	26	98	-2.2	1	-6	7
COc1ccc(S(=O)(=O)N2CCC(C(=O)N3CCC(C(N)=O)CC3)CC2)cc1Cl	0.0	-6	16	-16	101	-1.0	-8	-6	2
CN1CCN(c2nc3c(c(=O)[nH]c(=O)n3C)n2Cc2cccc3ccccc23)CC1	-0.5	-20	26	6	102	-3.1	6	5	2
CC(=O)Nc1ccc(N2Cc3ccccc3C2)cc1	-4.2	-2	29	6	96	-3.9	19	-6	5
CCCCCC(=O)N1CCN(CCN=CC2=C(O)CC(c3cccs3)CC2=O)CC1 (configuration not stated)	-2.1	-11	-7	12	102	-1.5	1	-38	-2&8
O=C(O)c1cc(Cl)nc2ccccc12	0.1	2	12	7	96	-0.8	-4	3	4
CNCc1cc(Br)c(OCC(=O)Nc2ccccc2OC)c(OC)c1	13*	-16	-18	8	102	-2.2	-17	19	2
CCC(=O)Nc1ccc(C(=O)Nc2c[nH]c(=O)[nH]c2=O)cc1	-2.4	-4	16	9	102	-1.4	2	-12	4
O=C(CCNC(=O)c1ccco1)Nc1ccccc1N1CCOCC1	-2.5	-2	-3	-4	103	-2.6	6	-9	1
Cc1ccc(N2CCN(c3ccc([N+](=O)[O-])cn3)CC2)c(C)c1	-6.6	-3	20	5	104	-2.1	10	-3	0
O=C(COC(=O)c1ccc(F)cc1)Nc1ccc(Cl)cn1	-3.4	2	-4	13	97	-2.4	4	3	2
CCOc1ccc(-c2c(C(=O)N/N=C/c3sccc3C)nnn2-c2nonc2N)cc1	-2.5	-7	-8	-12	97	-2.4	4	-28	1
CCN(CC)S(=O)(=O)c1ccc(NC(=O)c2c(-c3ccccc3)noc2C)cc1	-2.8	-6	-34	-7	99	-2.7	-3	-20	3
COc1ccc(CCNC(=O)C2CC=CCC2C(=O)O)cc1 (configuration not stated)	-0.5	-6	38	20	101	-0.9	6	-6	-4
CCCOc1ccc(Cn2c(C)nc([N+](=O)[O-])c2SCC(O)COC)cc1[N+](=O)[O-] (configuration not stated)	1.5	-5	18	28	97	0.4	-6	-10	2
COc1ccc(C)cc1NC(=O)Nc1ccccc1SC	-1.0	-8	20	24	99	-2.1	-5	-9	1
Cc1nc(SCC(=O)NC2CCCC2)c2c(C)c(C)sc2n1	0.6	-8	-13	8	101	-3.9	2	-34	-4

VIM-2 inh, entries above that show a hit.
SMILES | VIM-2 inh | p-CIP stab down | PHOSPHO1 block | SUMO HTRF inh | MEKK3 PB1 HTS | IMP-1 inh | NS3 helicase inh | IDE act
CNCc1cc(Br)c(OCC(=O)Nc2ccccc2OC)c(OC)c1 | 13* | -16 | -18 | 8 | 102 | -2.2 | -17 | 2

Screening results (PubChem)

An excerpt. The share of hits here may be higher or lower than overall.
